Screening data: PubChem BioAssay, several laboratories
Rac1 GTP hydrolysis: MgcRacGAP GTPase-activating activity inhibitors, confirmation, biochemical, ADP Hunter fluorescence. MgcRacGAP-stimulated Rac1 GTP hydrolysis, ADP Hunter fluorescence; higher % means a stronger effect; GST-tagged Rac1 F28L mutant substrate. one-dose inhibition, % at 30 µM; IC50 in µM for titrated hits. actives 0.6% (n = 340,000). AID 624330;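 active = first-screen hits whose inhibition reached a set limit at any dose in the follow-up dose series; inconclusive = inhibition above the set first-screen limit but never retested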;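 also: fluorescence reports GDP produced by GAP-driven GTP hydrolysis; strong numbers were not always called active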
RSV CPE inhibition: inhibition of RSV-induced cytopathic effect – HEp-2 cells, primary 10 µM value included (AID 2391) | actives 0.13% (n = 310,000) | CPE inhibition, % at 10 µM; hits with a dose series show IC50 in µM | HEp-2 cells, RSV-induced CPE inhibition; higher % means a stronger effect; in the data active = a potency from the dose series; inconclusive = CPE inhibition mostly from about 23% at the one dose, without a potency; inactive = the rest, 99 in 100 with CPE inhibition below about 21%; also: strong numbers were not always called active
LYP phosphatase: inhibitors of LYP phosphatase, biochemical, fluorescence intensity, uHTS (AID 1779). inhibition, % at 11.5 µM; hits with a dose series show IC50 in µM. actives 0.054% (n = 290,000). recombinant LYP phosphatase, fluorescence intensity; higher % means a stronger effect; in the data active = inhibition above about 50%;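 also: plate controls were vehicle with enzyme for no effect and no enzyme for full effect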
XIAP displacement: XIAP antagonists, biochemical, IAP family, fluorescence polarization (AID 1018); XIAP BIR domain, fluorescence polarization peptide displacement; higher % means a stronger effect; displacement, % at 20 µM; hits with a dose series show IC50 in µM; actives 0.007% (n = 200,000); in the data active = displacement above about 50%; also: a part of the inactive calls stands beside numbers as strong as those of hits
AID2073: inhibitors of Mint1-CaV2.2 protein interaction, biochemical, HTRF (AID 2073). inhibition, % at 20 µM, or IC50 in µM where a hit was titrated. actives 0.19% (n = 290,000). HTRF protein-protein interaction, Mint1-CaV2.2; higher % means a stronger effect; in the data active = inhibition mostly above about 51%, no sharp cut-off; inconclusive = no clear call, values can overlap the other calls; inactive = mostly below about 53%; also: some results filed as inactive read as strong as hits
Large T inhibition: TAg ATPase/helicase activity blockers – biochemical (AID 1903); SV40 large T antigen ATPase/helicase inhibition assay; higher % means a stronger effect; one-dose inhibition, % at 20 µM; IC50 in µM for titrated hits; actives 0.39% (n = 310,000); in the data active = a potency from the dose series; inconclusive = inhibition mostly from about 32% at the one dose, without a potency; inactive = the rest, 99 in 100 with inhibition below about 32%; also: strong numbers were not always called active
Siah-1 displacement: blockers of Siah-1 interaction with plectin peptide – biochemical, fluorescence polarization, rhodamine-plectin, uHTS, primary screen (AID 1817). actives 0.02% (n = 290,000). Siah-1 / rhodamine-plectin peptide fluorescence polarization; higher % means a stronger effect. displacement, % at 20 µM; hits with a dose series show IC50 in µM;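 active = displacement of at least 50% at 20 µM, with a fluorescence ratio check between 0.3 and a set limit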;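 also: plate controls were Siah plus tracer with DMSO for no effect and tracer alone without Siah for full effect; strong numbers were not always called active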
HIV fusion peptide: cell-free HIV fusion peptide-binding blockers – biochemical, uHTS, fluorescence dequenching, primary screen (AID 1986); cell-free peptide binding, fluorescence dequenching, 30 min; higher % means a stronger effect; one-dose inhibition, % at 20 µM; IC50 in µM for titrated hits; actives 0.3% (n = 290,000); in the data active = inhibition mostly above about 52%, no sharp cut-off; inactive = mostly below about 76%; also: some results filed as inactive read as strong as hits
Dengue-2 NS5 capping: flavivirus cap methylation enzyme inhibition – biochemical, confirmation dose response, primary screen (AID 588689); Dengue-2 NS5 methyltransferase capping enzyme assay, biochemical; higher % means a stronger effect; inhibition, % at 25 µM, or IC50 in µM where a hit was titrated; actives 0.3% (n = 340,000); in the data active = a potency from the dose series; inconclusive = inhibition above about 29% without an active follow-up result
Dengue-2 NS5 capping pilot replicate: further read-out of Dengue-2 NS5 capping, marked with its call; inhibition, %; measured here: pilot screen replicate inhibition
Active calls of the source: *; ? = inconclusive; . = no result given; & = joins results of further samples; ! = a repeat was not active.

SMILES	Rac1 GTP hydrolysis	RSV CPE inhibition	LYP phosphatase	XIAP displacement	AID2073	Large T inhibition	Siah-1 displacement	HIV fusion peptide	Dengue-2 NS5 capping	others
COc1ccc(C(=O)NCC2(c3ccccc3)CCOCC2)cc1	1%	0.6%	-6%	.	21%	7%	-8%	-1.0%	-1%
O=C(NNS(=O)(=O)c1ccc2ccccc2c1)c1cccnc1	6%	1.4%	-3%	-5.7%	-2%	0%	-7%	-0.2%	5%
Clc1ccc2nc(-c3ccccc3)nc(C(Cl)Cl)c2c1	0%	.	0%	.	-20%	.	0%	0.5%	1%
O=C1CCC/C(=N\NC(=O)c2ccc(COc3cccc4cccnc34)cc2)C1	-11%	2.4%	-4%	-12%	28%	24%	-2%	9.1%	-1%
CCOc1ccc(C2C(C#N)=C(C)NC3=C2C(=O)c2ccccc23)cc1 (configuration not stated)	-3%	2.8%	16%	3.0%	43%	23%	-2%	0.9%	17%	Dengue-2 NS5 capping pilot replicate=2.1
C=Cc1c(C)c2cc3[nH]c(cc4nc(cc5nc(cc1[nH]2)C(C)=C5CCC(=O)O)C(CCC(=O)O)=C4C)c(C)c3C=C	11%&5%	-1.9%&5.8%	.	.	.	33%	.	.	35µM*!
CC(C)C(=O)Nc1nnc(S(=O)(=O)N2CCCCCC2)s1	5%	0.4%	-11%	.	5%	.	2%	0.3%	0%
COc1ccc(C(=O)CCC(C)(C)[N+](=O)[O-])cc1OC	7%	0.4%	-4%	-3.2%	2%	21%	4%	-0.3%	-9%
COc1ccc(C(=O)C2CCCN(Cc3c[nH]c4ccccc34)C2)c(OC)c1 (configuration not stated)	-5%	-0.8%	-5%	-6.6%	-13%	14%	-2%	-2.4%	-12%
Cc1cccc(C(=O)NC(=S)NNC(=O)c2cccs2)c1	16%	-1.2%	-6%	-4.0%	-7%	25%	-6%	-2.0%	5%
CC(C)(C)c1ccc(S(=O)(=O)NCc2ccc(C(=O)N3CCCC3)cc2)cc1	8%	-1.6%	-5%	-5.7%	-1%	14%	2%	-1.1%	-2%
COc1ccccc1OCCn1c(=O)oc2ccc(C)cc21	3%	3.6%	-3%	-4.2%	5%	5%	-3%	2.3%	2%
Cc1ccc(S(=O)(=O)Nc2ccc(O)c3cccnc23)cc1	10%	2.4%	-7%	.	49%	-1%	-1%	0.7%	-11%
Cc1cccc(C)c1NC(=O)C1=C(O)c2ccccc2N(C)S1(=O)=O	-6%	0.3%	3%	3.1%	1%	-1%	0%	11%	-4%
Cc1ccc(NC(=O)CSc2nc3[nH]ncc3c(=O)[nH]2)cc1Cl	4%	14%	.	.	.	18%	.	.	-2%
Cc1nc(COC(=O)c2ccc(CO)cc2)cs1	6%	0.9%	-7%	-2.4%	18%	3%	-2%	0.9%	-2%
O=S(=O)(NC1CC2CCC1C2)c1ccc2c(c1)OCCO2 (configuration not stated)	10%	0.3%	-4%	-0.9%	-2%	10%	-1%	-3.4%	8%
COc1ccccc1-c1cnn2c(NCCc3ccccc3)cc(C)nc12	0%	6.6%	-5%	.	17%	10%	2%	-0.3%	-5%
CC(C)(C)N1C(=O)c2ccc(C(=O)Nc3ccc(-c4nc5ccccc5[nH]4)cc3)cc2C1=O	2%	0.6%	-5%	-3.6%	16%	10%	-2%	-2.0%	0%
O=C(COc1ccc(Cl)cc1)NCCCNC(=O)c1ccncc1	7%	0.5%	-8%	.	-8%	5%	-2%	2.6%	-2%
COC(C/C=C/[C@@H](O)COCc1ccccc1)OC	6%	0.9%	-9%	.	6%	14%	0%	0.0%	-6%
CCOC(=O)C1=C(C)N=c2s/c(=C/c3cccc([N+](=O)[O-])c3O)c(=O)n2C1c1cc(OC)c(OC)c(OC)c1 (configuration not stated)	11%	15%	1%	.	-2%	15%	-8%	24%	25%
CCC(C)[C@H](NS(=O)(=O)c1ccc(C)cc1)C(=O)N1CCC(C(=O)N2CCC(C(=O)OC)CC2)CC1 (some centres not stated)	0%	.	-7%	.	-4%	13%	-2%	-0.6%	-7%
CCOC(=O)C1=C(CNCc2ccc(C)cc2)NC(=O)NC1c1ccc(OC)cc1 (configuration not stated)	0%	2.5%	2%	-5.3%	0%	26%	-3%	-0.1%	-5%
Cc1ccc2c(c1)C1CN(C)CCC1N2CC(=O)N(C)c1ccccc1 (configuration not stated)	8%	0.2%	-4%	-1.8%	-2%	8%	1%	0.7%	1%
COc1cc(OC)cc(C(=O)NCC(=O)OCC(=O)/C=C2/N(C)c3ccccc3C2(C)C)c1	6%	8.7%	-2%	-16%	7%	8%	2%	-0.8%	-5%
O=C(CN1CCC(n2cnc3cc(F)ccc32)CC1)Nc1ccccc1Br	10%	16%	4%	-7.1%	-1%	4%	3%	0.3%	0%
C=CCN(CC=C)C(=S)NC(=O)c1ccc(C)c(Br)c1	8%	-0.3%	-7%	0.6%	-6%	30%	-5%	-0.7%	-4%
C#CC(CO)N(CCN(Cc1ccccc1)C(C#C)CO)Cc1ccccc1 (configuration not stated)	8%	1.2%	3%	4.2%	-7%	3%	5%	-0.5%	-8%
O=C(N/N=C/c1ccccc1)c1ccc(N2CCOCC2)c([N+](=O)[O-])c1	2%	2.2%	5%	-11%	5%	11%	-6%	-4.4%	-6%
Cc1cccc(C)c1NC(=O)C1(C)c2cccc[n+]2CC(=O)N1Cc1cccs1 (configuration not stated)	9%	-1.7%	-2%	-3.7%	3%	17%	4%	13%	-13%
Nc1cccc(S(=O)(=O)c2ccc(N)c(N)c2)c1	13%	-0.1%	-6%	-0.6%	-12%	25%	-10%	-0.1%	5%
Cc1c(OC(C)C(=O)NCCN2CCOCC2)ccc2c(-c3ccccc3)cc(=O)oc12 (configuration not stated)	16%	-0.8%	-8%	.	9%	8%	-1%	0.4%	1%
CC(C)(C)NC(=O)C(c1ccc(F)cc1)N(Cc1ccccc1Cl)C(=O)c1ccn[nH]1 (configuration not stated)	7%	1.5%	-6%	-3.8%	-12%	4%	-3%	-0.2%	-9%
Cc1c(C(=O)N2CCCC2)nnn1-c1nonc1N	5%	2.3%	-4%	-4.9%	-5%	11%	1%	-1.6%	3%
COc1cc(NC(=O)c2cc(CC(C)C)on2)c(OC)cc1Cl	-2%	-0.6%	4%	-11%	4%	5%	6%	-3.8%	-2%
COCCN1CCN(C(=O)c2cc(COc3ccc(F)cc3F)on2)CC1	4%	0.0%	-11%	.	7%	5%	7%	2.8%	-7%
CCCNC(=O)Cc1c(C)oc2ccccc12	13%	4.0%	-3%	.	12%	19%	-6%	-1.2%	-1%
CC12CN3CC(C)(CN(C1)C3c1c[nH]c3ccccc13)C2=O (configuration not stated)	12%	0.9%	-9%	-5.3%	-12%	.	1%	-0.2%	-1%
Cc1cc(C)n2nc(SCc3nnc(SCc4ccccc4Cl)s3)nc2n1	8%	16%	1%	-0.8%	4%	-3%	2%	0.9%	-6%
CCc1ccc(C(=O)COC(=O)CNC(=O)c2ccc(Br)o2)cc1	-8%	0.6%	-7%	.	10%	22%	2%	-2.0%	2%
CN(C)c1nc2c(c(=O)[nH]c(=O)n2C)n1CCCc1ccccc1	7%	?	-10%	.	11%	-2%	0%	-0.3%	-1%	Dengue-2 NS5 capping pilot replicate=-4.9
COC(=O)/C=c1/s/c(=C(\C#N)C(=O)NCc2ccco2)n(-c2ccc(C)cc2)c1=O	-3%	0.6%	7%	-6.8%	26%	31%	-1%	161%	?
Cc1ccccc1-c1nc(CS(=O)(=O)CC(=O)NCCCN2CCN(C)CC2)c(C)o1	10%	-0.2%	-15%	.	5%	2%	1%	-2.1%	5%
O=C(CSc1nc2ccccc2o1)N1CCN(c2ccccc2)CC1	6%	12%	24%	-5.1%	-4%	3%	1%	0.3%	-2%
N=C1/C(=C/c2ccc(OCc3ccccc3F)cc2)C(=O)N=C2SC(CC(=O)N3CCOCC3)=NN12	3%	-0.8%	-5%	.	12%	25%	0%	58%	-1%
Nc1[nH]nc2nc(-c3ccccc3)[nH]c(=O)c12	7%	1.3%	0%	.	6%	11%	-4%	0.3%	2%
CN(C)S(=O)(=O)c1ccc(Cl)c(NC(=O)CN2CCN(Cc3ccc4c(c3)OCO4)CC2)c1	-6%	22%	-8%	.	-1%	0%	4%	-0.2%	0%
CC1(C)CC(=O)c2cc(OCC(=O)NCCN3CCCc4ccccc43)ccc2O1	0%	-0.1%	-6%	-4.0%	24%	3%	2%	-1.5%	1%
O=C(CCN1CCOCC1)NNC(=O)Nc1cccc(C(F)(F)F)c1	6%	0.4%	-5%	.	11%	4%	12%	-0.4%	-1%
COc1ccc(-c2csc(NC(=O)Cc3ccccc3F)n2)c(OC)c1	8%	?	2%	.	-2%	25%	-4%	1.7%	-1%
Cc1ccc(-n2nnnc2SCC(=O)Nc2ccc3c(c2)OCCO3)cc1C	-7%	2.6%	-3%	-18%	11%	4%	13%	1.0%	-5%
